# GPR151 ag: activates the human receptor GPR151; Q8TDV0; PathHunter beta-arrestin GPR151 cells, luminescence; activation, % at 11.2 µM; 1% of 650,000 active; in the data active = activation above about 4.9%;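 note: 0% = median of compound wells and 100% = cells with positive control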
# Target sequence (Q8TDV0 whole entry, looked up): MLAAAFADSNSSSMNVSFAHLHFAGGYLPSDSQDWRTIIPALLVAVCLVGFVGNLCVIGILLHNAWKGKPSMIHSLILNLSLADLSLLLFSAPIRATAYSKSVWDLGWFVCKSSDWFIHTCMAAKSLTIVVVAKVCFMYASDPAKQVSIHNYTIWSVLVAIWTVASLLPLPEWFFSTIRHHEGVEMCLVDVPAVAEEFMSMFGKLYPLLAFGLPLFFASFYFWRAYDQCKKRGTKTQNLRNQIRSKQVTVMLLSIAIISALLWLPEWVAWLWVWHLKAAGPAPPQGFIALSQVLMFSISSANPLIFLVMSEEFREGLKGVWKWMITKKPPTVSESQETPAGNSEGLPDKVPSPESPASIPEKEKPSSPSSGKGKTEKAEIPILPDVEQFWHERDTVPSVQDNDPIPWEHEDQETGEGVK
# TEAD-YAP inh: TEAD-YAP interaction inhibition; inhibition, % at 9.12 µM; 1.4% of 640,000 active; HEK-TIYL cells, TEAD-Gal4/YAP UAS-luciferase luminescence; in the data active = inhibition above about 32%;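 note: 0% = median of test compound wells and 100% = reference inhibitor wells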
# MITF inh: inhibitors of human MITF; inhibition, % at 2.6 µM; O75030; AlphaScreen MITF homodimerization, bead proximity signal; AID 1259374; 0.91% of 650,000 active; in the data active = inhibition above about 50%;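 note: 0% = vehicle wells with protein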
# Target sequence (O75030 whole entry, looked up): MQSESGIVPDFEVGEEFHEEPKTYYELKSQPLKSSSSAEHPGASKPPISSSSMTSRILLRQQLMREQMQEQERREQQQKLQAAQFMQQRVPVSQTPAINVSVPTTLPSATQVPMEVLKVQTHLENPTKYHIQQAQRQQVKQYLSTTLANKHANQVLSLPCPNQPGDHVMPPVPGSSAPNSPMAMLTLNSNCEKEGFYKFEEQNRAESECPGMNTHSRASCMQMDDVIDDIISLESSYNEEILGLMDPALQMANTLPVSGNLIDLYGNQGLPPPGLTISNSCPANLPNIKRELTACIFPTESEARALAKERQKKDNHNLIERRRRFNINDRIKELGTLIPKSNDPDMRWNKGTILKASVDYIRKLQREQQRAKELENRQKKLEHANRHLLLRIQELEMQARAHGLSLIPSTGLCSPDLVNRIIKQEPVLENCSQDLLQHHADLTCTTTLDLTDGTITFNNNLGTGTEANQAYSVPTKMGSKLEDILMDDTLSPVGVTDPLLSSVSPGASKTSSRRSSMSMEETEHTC
# FBW7 activator: activators of human E3 ligase FBW7. AlphaScreen FBW7–phospho-cyclin E peptide binding, activator screen. Q969H0. normalized activity (activation), % at 26.1 µM. 0.13% of 650,000 active; in the data active = normalized activity above about 1.9%;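 note: purified mutant Fbw7 with reduced substrate affinity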
# * hit, by the source's call.
SMILES,GPR151 ag,TEAD-YAP inh,MITF inh,FBW7 activator
O=C(O)c1ccc(C(=O)Nc2ccccc2S(=O)(=O)Nc2nccs2)cc1,-0.8,-3.9,9.3,3.7*
O=C(CN1CCC2(CC1)NC(=O)N(Cc1ccccc1)C2=O)NCc1ccc(F)cc1,0.1,7.0,-5.3,-0.1
COc1ccc(OC)c(NS(=O)(=O)c2ccccc2[N+](=O)[O-])c1,-1.0,2.4,3.0,-0.2
Cc1ncnn1-c1ccc(Nc2nccc(-c3cccc(N4CCOCC4)c3)n2)cc1,-0.4,-3.9,-4.0,0.0
CC1=NN(c2ccccc2)C(=O)/C1=C/c1ccc(N2CCCC2)c(F)c1,0.9,5.8,12.3,-0.2
CC(C)C(Sc1nnc2sc3ccccc3n12)C(=O)NC(N)=O (stereo not drawn),-2.0,4.2,-9.3,0.0
CC(C)NC(=O)C1CCN(c2nnnn2-c2ccccc2)CC1,1.0,-2.6,-2.4,0.0
Cc1ccc(S(=O)(=O)Nc2cc(C)c(O)c(Cl)c2)cc1,0.1,3.0,12.0,0.2
CCCNC(=O)c1cccc(-c2ccc(C(N)=O)cc2)n1,-1.4,5.3,5.0,0.6
CC(C)c1nnc(SCC(N)=O)n1C,-0.3,3.8,-8.0,-0.3
Cc1cccc(NC(=O)c2cc(S(=O)(=O)NC(C)CCc3ccccc3)ccc2F)c1 (stereo not drawn),-1.0,-1.8,0.1,-0.1
O=C(Cc1ccccc1)NCC(=O)OCc1ccc(Br)cc1,0.4,9.5,-13.5,-0.2
CCOC(=O)Cc1csc(NS(=O)(=O)c2ccc(SC)cc2)n1,0.5,0.4,-3.0,-0.1
CSc1c(CC(=O)NN)n(C)c2ccccc12,-0.6,5.9,11.0,0.1
Cc1cccc(C2C(C#N)=C(N)N(N(C)C)C3=C2C(=O)CC(C)(C)C3)c1 (stereo not drawn),-0.8,-14.0,-32.2,-0.2
Cc1c(Cl)cccc1NC(=O)CN(c1ccc2c(c1)OCCO2)S(C)(=O)=O,-1.1,-2.0,9.2,-0.1
CCOC(=O)c1[nH]c2ccc(OC)cc2c1N,-0.7,-51.3,1.5,-0.3
Cc1ccc(/C=N/Nc2ccc(Cl)c(C(=O)O)c2)o1,-1.1,-64.5,17.7,0.3
COC(=O)c1ccc(CNC(=O)COC(=O)C2CCC(C(C)(C)C)CC2)cc1 (stereo not drawn),1.8,10.6,-3.6,0.2
Cc1cccc(C)c1NS(=O)(=O)c1ccc(NS(C)(=O)=O)cc1,4.2,3.8,12.7,-0.1
C/C(CC(C)(C)c1ccccc1)=N\NS(=O)(=O)c1ccccc1,-1.1,-9.9,8.3,0.0
O=C(Nc1cccc(NC(=O)c2cccs2)c1)c1cccc(I)c1,-1.8,-8.5,9.4,0.8
CCOC(=O)c1c(C)oc(NC(=O)c2ccc(Cl)c(S(=O)(=O)N(C)C)c2)c1C#N,1.3,-1.0,-0.5,0.1
Cc1nc2nc(SCC(=O)Nc3cccc(Cl)c3)nn2c(C)c1Cc1ccccc1F,-0.5,4.2,-12.1,-0.1
COc1ccc(-c2cc(C(F)(F)F)n3nc(C(=O)Nc4ccc(Br)cc4C(=O)c4ccccc4Cl)cc3n2)cc1,1.4,-2.2,1.5,-0.1
COc1ccc(-n2c(C)cc(C(=O)CSc3nnc4ccccn34)c2C)cc1,0.2,-44.6,10.0,0.0
O=C(CN1C(=O)C2C3C=CC(C3)C2C1=O)Nc1c2ccccc2nc2ccccc12 (stereo not drawn),-0.4,71.9*,4.3,0.0
COc1ccccc1N1CCN(C(=O)c2ccc(N(Cc3ccc(Cl)cc3)S(C)(=O)=O)cc2)CC1,-0.6,-4.0,14.6,0.1
CCOCCCNC(=S)NCCNc1nc2ccc(OCC)cc2cc1C#N,0.8,-1.9,1.4,-0.4
Cc1ccc(C)c(C(=O)COc2ccc(S(=O)(=O)N3CCOCC3)cc2Cl)c1,0.1,-3.9,1.9,0.0
O=C(NN1S(=O)(=O)c2ccccc2S1(=O)=O)c1cc(-c2ccccc2)n[nH]1,-1.0,6.0,-8.3,0.1
COc1ccc(C(=O)c2nc3ccccc3n2C)cc1OC,1.2,-9.4,3.8,-0.1
CC(C)Cn1c(N)c(C(=O)COC(=O)c2ccccc2F)c(=O)n(C)c1=O,-0.6,4.6,2.3,0.0
CNc1oc(-c2ccccc2F)nc1S(=O)(=O)c1ccc(C)cc1,1.2,2.2,2.4,0.1
Cc1ccc(CNCc2c(C(=O)O)c(C)n(Cc3ccc(C)cc3)c2C)cc1,4.4,-2.5,12.2,0.1
COc1ccc(S(=O)(=O)N(CCCO)Cc2cc3cc(OC)ccc3[nH]c2=O)cc1,0.1,5.2,2.3,0.0
CCC(/C=C/[C@@H](C)[C@H]1CCC2C3CC=C4C[C@@H](O)CC[C@]4(C)C3CC[C@@]21C)C(C)C (stereo partly drawn),-1.4,-4.7,10.3,0.0
COc1ccc(Cc2nnc(SCc3nc4ccccc4c(=O)[nH]3)o2)cc1,-1.6,-4.6,-2.9,-0.1
O=C(Cn1cnc2sc(-c3ccccc3)cc2c1=O)N1CCCC1,-0.5,-10.6,-14.1,0.1
O=C(NC1CCCCC1)c1ccc(N2C(=O)C3C4C=CC(C4)C3C2=O)cc1 (stereo not drawn),3.0,-2.5,4.0,-0.1
N#Cc1ccc(NC(=O)c2ccc(F)cc2Cl)cc1,-0.4,-34.5,-4.2,0.5
COC(=O)CCC(=O)NC(=S)Nc1sc2c(c1C(=O)OC)CCCC2,-0.4,5.6,7.4,0.0
O=C(O)C1CC=C(Cl)CC1C(=O)Nc1ccn[nH]1 (stereo not drawn),10.0*,6.3,-6.4,-0.3
COCCN(Cc1cccc(Cl)c1)C(=O)c1nc2ccc(-c3cn[nH]c3)cc2s1,6.2*,-31.2,1.6,-0.2
N#CC1=C2C=Cc3ccccc3N2CCC/C1=N\NC(=O)c1ccccc1,0.0,-23.4,-0.6,-0.1
COc1ccc(-c2nn(CCC#N)cc2C=C(C#N)C#N)cc1,-0.6,0.1,12.0,-0.1
CCOc1ccc(NC(=S)NNC(=O)c2ccccc2[N+](=O)[O-])cc1,-0.2,0.3,-2.5,-0.3
Cc1cccc(NC(=O)CSc2nc(N)c(C#N)cc2C#N)c1,4.5,-5.9,4.5,-0.2
COc1ccc(S(=O)(=O)NCCSC2CCCCC2)cc1Br,-0.7,10.7,8.4,0.2
N/C(=N\OC(=O)CCC1CCCC1)c1ccncc1,-1.2,-8.0,-10.8,0.8
CN(C)c1ccc(C2Nc3ccccc3NC3=C2C(=O)CCC3)cc1 (stereo not drawn),-0.2,-36.1,18.4,-0.1
CC(O)c1nc2ccccc2n1CCOc1ccccc1F (stereo not drawn),5.1*,-6.0,-2.8,-0.1
COc1ccc(NC(=S)N/N=C/c2ccc(N3CCOCC3)o2)cc1,0.1,6.3,4.9,0.1
CN(CCc1cnn(C)c1)C(=O)CC1C(=O)NCCN1Cc1ccoc1 (stereo not drawn),-0.9,2.8,-1.9,0.0
COc1cc(Nc2cc(N3CCN(Cc4ccc(OC)c(OC)c4OC)CC3)c3noc4c3c2C(=O)c2ccccc2-4)cc(OC)c1OC,-0.3,0.1,7.2,-0.3
COc1ccc(NC(=O)/C(C#N)=C/c2cc(C)n(-c3cccc(C(=O)O)c3)c2C)cc1,0.1,3.3,11.4,0.0
CCOC(=O)c1ccc(NC(=O)COC(=O)c2cccs2)cc1,-0.9,-1.5,5.0,0.0
O=C1NC(=S)NC(=O)C1=Cc1cccc(Cl)c1Cl,0.5,12.4,12.8,0.0
O=C(N/N=C/c1ccc(O)cc1)C12CC3CC(CC(C3)C1)C2,-0.5,-2.7,10.8,0.2
Cc1ccc2[nH]c(C(=O)N3CCc4nnc(CNC(=O)C5CCOC5)n4CC3)cc2c1 (stereo not drawn),0.4,-10.3,4.7,-0.1
# Continued.
SMILES,GPR151 ag,TEAD-YAP inh,MITF inh,FBW7 activator
Cc1ccc([N+](=O)[O-])cc1NC(=O)C(Cl)(Cl)Cl,-0.7,6.2,8.6,-0.1
COc1cccc(/C=N/NC(=O)C2C(C=C(Cl)Cl)C2(C)C)c1 (stereo not drawn),1.0,-5.4,-6.3,-0.1
O=C(c1cnn2c1NC(c1cccs1)CC2C(F)(F)F)N1CCOCC1 (stereo not drawn),0.3,9.2,-3.5,0.1
CN(C(=O)c1cnc(N2CCN(c3ccccn3)CC2)c2ccccc12)c1ccc(Cl)cc1,0.0,-4.0,-12.9,0.1
C/C(=N\Nc1nc2c(c(=O)[nH]c(=O)n2C)n1CC(O)COc1ccccc1)c1ccccc1 (stereo not drawn),-0.1,1.0,19.7,0.0
COc1cccc(N2CC(O)=C(c3nc(-c4ccccc4)cs3)C2=N)c1,0.5,-4.9,-9.1,0.0
CC(C)(C)NC(=O)CN(C(=O)c1ccc(N2CCCC2)nc1)c1ccccc1,0.6,-15.1,0.1,0.2
CCOC(=O)CSc1nnnn1-c1ccc2c(c1)OCO2,-1.4,-6.8,17.0,0.5
Cc1nn(C(=O)CC(C)C)c(C)c1S(=O)(=O)N1CCc2ccccc2C1,-2.0,3.0,18.2,0.3
COc1cccc2cc(C(=O)N(Cc3ccccc3F)CC3CCCO3)c(=O)oc12 (stereo not drawn),0.5,-7.2,-10.1,-0.1
COC(=O)C1=CN(CCc2ccc(OC)cc2)C=C(C(=O)OC)C1c1cccc(F)c1,2.5,-3.6,-14.4,1.3
O=C(c1ccccc1Cl)N1N=C(c2c(-c3ccccc3)c3cc(Br)ccc3[nH]c2=O)CC1c1cccc([N+](=O)[O-])c1 (stereo not drawn),0.9,-2.6,0.9,-0.1
CCOc1ccccc1C1NC(=S)NC(C)=C1C(=O)OCC(C)C (stereo not drawn),1.3,-8.9,-0.9,-0.1
O=C(Nc1ccc2nn(-c3cccc(Cl)c3)nc2c1)c1ccco1,-1.0,-24.2,-3.1,0.0
CCOc1ccc(C(=O)Nc2cc(OC)ccc2OC)cc1Br,0.6,-4.0,17.6,0.0
CC1CCCC(NC(=O)C2N(CCN3CCCCC3C)C(=O)C3C(C(=O)Nc4ccc(Cl)cc4)C4C=CC32O4)C1C (stereo not drawn),-1.2,3.6,15.1,0.5
COC(=O)C1=C(C)NC2=C(C(=O)CC(C)(C)C2)C1c1ccc(OC(=O)c2ccc(Cl)cc2)c(OC)c1 (stereo not drawn),-1.3,-2.0,19.0,0.7
COc1ccc(C2CC(C(F)(F)F)n3nc(C(=O)N4CCN(c5ccccc5)CC4)cc3N2)cc1OC (stereo not drawn),-1.1,-10.0,9.3,0.2
COc1ccc(-c2noc(CN(C(=O)Nc3ccc(C)cc3)C(C)C)n2)cc1OC,1.3,-9.4,-7.3,-0.4
COc1ccc(Cl)cc1N(CC(=O)NCC(C)C)S(C)(=O)=O,1.6,-4.2,-9.3,0.1
N#C/C(=C\c1cccs1)c1nc2ccccc2n1Cc1ccc(Cl)cc1Cl,0.4,-5.8,-2.1,-0.2
O=c1ccc2ccc(OC3OC(CO)C(O)C(O)C3O)c(O)c2o1 (stereo not drawn),-0.3,-5.8,-1.6,-0.1
CCC(=O)NCCNc1ncnc2sc3c(c12)CCCC3,0.4,5.8,7.1,-0.1
C=CCN1CCN(c2c(Cl)cccc2NC(=O)c2cnc3ccccc3n2)CC1,0.1,4.2,12.2,0.8
Cc1cccc(C)c1NC(=O)CCC(=O)N1N=C(c2c(-c3ccccc3)c3cc(Cl)ccc3[nH]c2=O)CC1c1ccccc1 (stereo not drawn),1.3,4.9,8.5,0.1
O=C(c1ccc(Cl)cc1)N1CCCC1,-0.4,0.8,10.9,-0.1
O=S(=O)(c1cnc[nH]1)N1CCN(c2ccccc2F)CC1,3.2,-0.6,11.2,0.1
COc1ccc(NC(=O)C(=O)N/N=C/c2ccc(C)cc2)cc1,0.3,-2.4,10.1,0.0
Cc1ccc(NC(=O)c2ccc3c(c2)N(CC(=O)N2CCOCC2)C(=O)C(C)(C)O3)cc1,-0.2,20.0,-2.7,-0.1
COC(=O)c1c(NC(=O)C2(C)CC2(Cl)Cl)sc2c1CCC2 (stereo not drawn),1.5,-13.3,-11.6,0.2
CCOC(=O)C1=C(C)N=c2s/c(=C\c3ccc(C)o3)c(=O)n2C1c1cccc(OC)c1 (stereo not drawn),2.2,-14.1,-2.0,0.1
COc1ccc(OC)c(S(=O)(=O)n2ccc(C)n2)c1,-1.1,8.6,8.2,0.1
NS(=O)(=O)c1ccc(CCNS(=O)(=O)c2cccc(C(=O)O)c2)cc1,-0.3,6.3,-2.4,-0.1
COc1cc(/C=N/Nc2nc3c(c(=O)[nH]c(=O)n3C)n2CC(C)O)ccc1O (stereo not drawn),-1.8,-0.3,7.4,-0.1
CCS(=O)(=O)Nc1cccc(N2CCC(NCCc3ccncc3)CC2)c1,3.8,-1.6,10.1,0.0
Cc1ccc(-c2cc3c(SCC(=O)NC4CCCCC4)nccn3n2)cc1,-1.0,-26.4,10.8,0.7

# Source: PubChem
